Source: PubChem BioAssay
Cneo AK release: Cryptococcus neoformans lysis via adenylate kinase release. C. neoformans lysis, adenylate kinase release luminescence, 4 h; normalised: neutral wells 0, clomiphene wells 100. lysis activity, % at 15 µM. actives 0.2% (n = 360,000). AID 651654;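 active = mean lysis activity across replicates of at least 80%, whatever share of replicates individually reach that level; inactive = mean lysis activity below 80%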
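Material – Cryptococcus neoformans yeast cells · Quantity – 5 × 10^6 yeast cells/mL · Buffer or medium – YPD medium · Compound – single dose · Timing – 4 h static compound exposure, 37 °C, read 1 h post-reagent · Signal – adenylate kinase release luminescence · Read-out basis – lysis from increased AK signal · Benchmarks – Clomiphene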
ARNT TACC3 PPI: disruptors of human ARNT/TACC3 interaction. AlphaScreen His-ARNT PAS-B/GST-TACC3 binding, luminescence; TACC3 fragment carries E629A point mutation. inhibition, % at 9.99 µM. actives 0.66% (n = 390,000). AID 623870;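 active = mean inhibition of replicates at least 50% and at least half of replicates each reaching 50%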;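 also: 0% = complete ARNT plus TACC3 wells and 100% = ARNT alone without TACC3; many hits fall short of the cut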
esBAF inh: blocks esBAF chromatin remodeling in mouse ES cells; Bmi1-luciferase knock-in reporter, 24 h; 100% = twice the neutral-well signal; reporter increase, % at 12.5 µM; actives 2% (n = 350,000); AID 602393; in the data active = activation above about 40%;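 also: 0% = median of the plate's neutral control wells and 100% = double that signal; a rise in the Bmi1 reporter signal indicates esBAF inhibition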
SIRT5 inh: sirtuin-5 (human) deacylase inhibition. Q9NXA8. AID 652115. inhibition, % at 15 µM. Purified SirT5, succinyl-peptide AMC, trypsin-coupled fluorescence. actives 1.1% (n = 330,000); in the data active = inhibition above about 15%
Target sequence (Q9NXA8 whole entry, looked up): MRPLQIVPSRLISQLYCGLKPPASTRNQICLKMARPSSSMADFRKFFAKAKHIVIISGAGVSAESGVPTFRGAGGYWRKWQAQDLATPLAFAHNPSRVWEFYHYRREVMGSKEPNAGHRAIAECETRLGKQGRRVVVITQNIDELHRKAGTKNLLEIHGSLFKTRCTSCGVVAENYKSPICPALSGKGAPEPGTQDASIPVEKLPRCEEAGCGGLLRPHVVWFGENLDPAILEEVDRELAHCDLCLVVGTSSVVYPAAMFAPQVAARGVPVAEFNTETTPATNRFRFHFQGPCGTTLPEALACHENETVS
ERp5 inh: ERp5 (human) disulfide isomerase inhibition | Q15084 | ERp5 insulin aggregation, absorbance 650 nm, 90 min | inhibition, % at 9.99 µM | actives 0.05% (n = 350,000) | AID 651711;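 active = mean replicate inhibition above about 25%, with every replicate also reaching it, limit read from the data, passing the limit was not always enough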
Target sequence (Q15084 whole entry, looked up): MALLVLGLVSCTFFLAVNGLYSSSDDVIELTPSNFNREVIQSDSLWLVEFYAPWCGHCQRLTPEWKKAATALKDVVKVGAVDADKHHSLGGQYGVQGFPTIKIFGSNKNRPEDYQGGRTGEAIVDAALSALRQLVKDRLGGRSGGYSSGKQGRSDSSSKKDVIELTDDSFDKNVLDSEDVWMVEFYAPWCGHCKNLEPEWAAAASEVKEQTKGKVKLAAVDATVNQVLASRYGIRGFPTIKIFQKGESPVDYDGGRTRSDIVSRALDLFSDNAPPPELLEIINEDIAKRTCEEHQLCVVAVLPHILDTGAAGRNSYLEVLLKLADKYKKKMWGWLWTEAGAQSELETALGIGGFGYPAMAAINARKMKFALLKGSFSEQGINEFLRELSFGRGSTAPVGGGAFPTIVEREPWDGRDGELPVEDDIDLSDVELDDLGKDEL
Statin myotox sup: suppression of simvastatin myotoxicity; C2C12 myotubes + simvastatin, ATP luminescence, 48 h; scaled: DMSO 0, geranylgeraniol control 100; rescue of ATP level, % at 7.49 µM; actives 0.78% (n = 330,000);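 active = mean ATP rescue above about 67%, or every replicate alone reaching that limit, limit read from the data, passing the limit was not always enough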;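 also: myotubes were challenged with 10 µM simvastatin during compound exposure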
miR122 inh: miR-122 inhibition in Huh7 cells | activation (reporter increase), % at 12.5 µM | Huh7 miR-122 Renilla luciferase sensor, 48 h; neutral wells = 0, positive control = 100 | actives 0.3% (n = 340,000);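 active = mean replicate activation score at least 90 and every replicate individually at or above 90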;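 also: higher luciferase means less miR-122 activity so hits act as miR-122 inhibitors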
Starred values were filed as active, the others as inactive; / = not tested or not shown; & = joins results of further samples; [ ] = dose if it differs, or a comment.

# | SMILES | Cneo AK release | ARNT TACC3 PPI | esBAF inh | SIRT5 inh
1 | O=C(O)CCc1ccc(-c2ccccc2)n1NC(=O)c1cccs1 | / | 2 | -8 | -3
2 | CCCS(=O)(=O)n1nc(-c2ccccc2)cc1N | 0 | -1 | 9 | -1
3 | CC12C(=O)N(c3ccccc3)C(=O)C1C(c1ccccc1)N1CCCN12 (stereo not drawn) | 7 | -2 | 2 | 2
4 | COc1cccc(Cn2cc(N)cn2)c1 | / | 6 | / | -1
5 | COc1ccccc1NC(=O)Nc1nnc([C@@H]2C[C@H](O)[C@@H](CO)O2)s1 | 6 | / | 19 | 0
6 | Cc1nc(NCc2cccnc2)c2c3c(sc2n1)CC(C)CC3 (stereo not drawn) | / | 4 | / | 3
7 | O=C(Nc1ccc(N2CCN(Cc3ccccc3F)CC2)cc1)c1ccc([N+](=O)[O-])o1 | -1 | 2 | / | -2
8 | Cc1ccc(-c2nc3ccccc3[nH]2)cc1NC(=O)/C=C/c1ccco1 | 0 | 5 | 23 | /
9 | O=C(CCOc1ccccc1)Nc1ccc(S(=O)(=O)Nc2ncccn2)cc1 | 0 | -3 | -1 | -6
10 | COc1ccc(NC(=O)Nc2ccc3c(c2)CC(=O)N([C@H](C)CO)C[C@H](C)[C@H](CN(C)Cc2ccc(Cl)c(Cl)c2)O3)cc1 | -1 | -7 | -6 | /
11 | COc1ccccc1/C=N/NC(=O)CNC(=O)c1ccccc1 | / | 6 | / | -3
12 | CCCOC(=O)C(C)n1cnc2sc(C)c(C)c2c1=O (stereo not drawn) | 1 | -1 | 18 | /
13 | Cc1cc2occ(CC(=O)NC3=NCCS3)c2cc1C(C)C | 0 | -1 | 4 | /
14 | COC(=O)c1c(NC(=S)NNS(=O)(=O)c2ccc(OC)cc2OC)sc2c1CCCCCC2 | 2 | 2 | 0 | 0
15 | CC(C)=CC(=O)Nc1nnc(-c2ccccc2C)s1 | / | 1 | / | -3

# | ERp5 inh | Statin myotox sup | miR122 inh
1 | 3 | -2 | 3
2 | 6 | -3 | 4
3 | -4 | -3 | 2
4 | -1 | / | /
5 | 0 | -7 | /
6 | 0 | / | /
7 | 3 | / | /
8 | / | -24 | 1
9 | -1 | 8 | -6
10 | / | -35 | -2[16.7 µM]
11 | 6 | / | /
12 | / | 2 | -4
13 | / | 5 | -5
14 | 2 | 1 | 5
15 | -22 | / | /

Following part
# | SMILES | Cneo AK release | ARNT TACC3 PPI | esBAF inh | SIRT5 inh
16 | c1ccc2c3nnc4n(c-3nc2c1)CCCS4 | 1 | -2 | 15 | 0
17 | C=CC(C)(C)O[C@@H]1O[C@H](CO)[C@@H](O)[C@H](O)[C@H]1O | 1 | -2 | -1 | 1
18 | CCn1cc(C(=O)NCc2ccccc2OC)c(=O)c2cc(S(=O)(=O)N(C)C)ccc21 | -6 | -2 | 10 | /
19 | CC1Nc2ncnc(N3CCOCC3)c2N(Cc2ccccc2)C1=O (stereo not drawn) | 0 | 23* | -5 | /
20 | C[C@@H]1CN([C@H](C)CO)C(=O)CCCn2nncc2CO[C@H]1CN(C)Cc1cccc(C(F)(F)F)c1 | 6&-1 | -10 | -6&0&2 | -4&-8
21 | CCNC(=O)Nc1ccc2c(c1)C(=O)N(C)[C@@H]1CC[C@@H](CC(=O)NCC3CC3)O[C@@H]1CO2 | 1 | -3 | -4 | /
22 | CS(=O)(=O)Nc1ccc(-c2cncc3nccn23)cc1 | -1 | / | -2 | -7
23 | O=[N+]([O-])c1cc(S(=O)(=O)N2CCCC2)ccc1NN=C1CCCC1 | 3 | 3 | / | /
24 | O=C(C[C@H]1C[C@@H]2c3cc(NC(=O)Nc4ccccc4F)ccc3O[C@@H]2[C@H](CO)O1)NC1CCCC1 | 0 | -14 | 3 | -6
25 | O=C(COC(=O)c1ccccc1F)Nc1ccc(S(=O)(=O)N2CCOCC2)cc1 | -1 | -11 | -7 | /
26 | NC(=O)CN1CCN(Cc2ccc3c(c2)OCO3)CC1 | 0 | -5 | -3 | /
27 | O=C(NCc1ccc(F)cc1)C(=O)NCC1OCCN1S(=O)(=O)c1cccs1 (stereo not drawn) | -3 | -2 | -11 | -2
28 | CNC[C@H]1Oc2ccc(N(C)C)cc2CC(=O)N([C@H](C)CO)C[C@H]1C | -6 | -3 | 4 | -1
29 | CNC(=O)C1(C)C=CCN1C(=O)c1ccccc1 (stereo not drawn) | -2 | -5 | -3 | 3
30 | C#CCOCCOCCOCCNc1nc(N2CCN(C(=O)CCCCCCCCCCNC(=O)[C@H](CO)n3cc(CCCSC)nn3)CC2)nc(N2CCN(C(=O)CCCCCCCCCCNC(=O)[C@H](CCCCN)n3cc(CCO)nn3)CC2)n1 | -1 | 14 | 12 | -10

# | ERp5 inh | Statin myotox sup | miR122 inh
16 | 1 | 15 | -3
17 | 0 | 0 | -4
18 | 3 | 1 | /
19 | -5 | 17 | 2
20 | 0&3 | 6&50&41 | -4
21 | / | -1 | -17[16.7 µM]
22 | 1 | -1 | 2
23 | / | / | 3
24 | -1 | 1 | 5[16.7 µM]
25 | 1 | 4 | -3
26 | 1 | 23 | 7
27 | -1 | 2 | 5
28 | 0 | 13 | 8[16.7 µM]
29 | -1 | 1 | -2
30 | -5 | -10 | 15

Other structures:
# | SMILES | Cneo AK release | ARNT TACC3 PPI | esBAF inh | SIRT5 inh
31 | COc1ccc(Cl)cc1CSc1ncn[nH]1 | -5 | -6 | / | -5
32 | COc1ccc(NC(=O)Nc2ccc3c(c2)C(=O)N([C@@H](C)CO)C[C@@H](C)[C@@H](CN(C)Cc2ccncc2)OCCCC[C@H](C)O3)cc1 | -1 | -2 | 0 | -1
33 | C[C@@H]1CN([C@H](C)CO)C(=O)Cc2cc(NC(=O)CCC(F)(F)F)ccc2O[C@@H]1CN(C)Cc1ccncc1 | -5 | 6 | 0 | -4
34 | CCCCCOC(=O)Cc1c(O)c2ccccc2n(C)c1=O | -1 | / | -7 | /
35 | CCOC(=O)c1c(NC(=O)CSc2nnnn2CC)sc(C)c1C | 2 | -3 | -10 | /
36 | COc1ccccc1NC(=O)CN1CCSc2ccccc21 | / | -6 | / | 2
37 | COc1ccc(S(=O)(=O)N2CCCCC2)cc1NC(=O)CNc1ccccc1C(C)=O | 1 | 0 | 5 | 0
38 | Cc1ccc(NC(=O)NNC(=O)C2CC(c3cccnc3)=NO2)cc1 (stereo not drawn) | -2 | 4 | -8 | /
39 | CN(C)C(=O)CCc1ccc2c3c([nH]c2c1)[C@]1(C)[C@@H](C(=O)N2CCOCC2)C[C@H](CC(=O)NCc2ccco2)C(=O)N1CC3 | -3 | 0 | -5 | -8
40 | CC(=O)c1ccc(OCC(O)CN2CCC(C)CC2)cc1 (stereo not drawn) | 0 | 9 | -2 | /
41 | COc1ccc(-c2noc(-c3ccoc3C)n2)cc1 | / | / | / | 0
42 | O=C1CCc2cc(S(=O)(=O)NCc3ccccc3)cc3c2N1CC3 | 1 | -2 | -7 | 2
43 | C[C@@H]1CN([C@@H](C)CO)S(=O)(=O)c2ccc(-c3ccc(C#N)cc3)cc2O[C@@H]1CN(C)CC1CC1 | -2 | -1 | 1 | -1
44 | O=C(Nc1ccc(N2C(=O)C3C4C=CC(C4)C3C2=O)cc1)Nc1nnc(C(F)(F)F)s1 (stereo not drawn) | 0 | -19 | 5 | /
45 | CCN(c1ccc(NC(=O)COC(=O)c2ccc([N+](=O)[O-])o2)cc1)C(C)C | -1 | / | 11 | 2

# | ERp5 inh | Statin myotox sup | miR122 inh
31 | / | / | 3
32 | 6 | / | 2[16.7 µM]
33 | -1 | -15 | -11[16.7 µM]
34 | / | -3 | 5
35 | / | -6 | -7
36 | 4 | / | /
37 | -2 | -2 | /
38 | / | / | 2
39 | 3 | 6 | /
40 | 2 | -20 | /
41 | -4 | / | 4
42 | -1 | -7 | /
43 | 23 | -24 | 7[16.7 µM]
44 | 4 | -33 | 0
45 | 1 | 3 | -5

6 entries from above, arranged by molecular weight, ascending:
# | SMILES | Cneo AK release | ARNT TACC3 PPI | esBAF inh | SIRT5 inh
31 | COc1ccc(Cl)cc1CSc1ncn[nH]1 | -5 | -6 | / | -5
34 | CCCCCOC(=O)Cc1c(O)c2ccccc2n(C)c1=O | -1 | / | -7 | /
38 | Cc1ccc(NC(=O)NNC(=O)C2CC(c3cccnc3)=NO2)cc1 (stereo not drawn) | -2 | 4 | -8 | /
33 | C[C@@H]1CN([C@H](C)CO)C(=O)Cc2cc(NC(=O)CCC(F)(F)F)ccc2O[C@@H]1CN(C)Cc1ccncc1 | -5 | 6 | 0 | -4
39 | CN(C)C(=O)CCc1ccc2c3c([nH]c2c1)[C@]1(C)[C@@H](C(=O)N2CCOCC2)C[C@H](CC(=O)NCc2ccco2)C(=O)N1CC3 | -3 | 0 | -5 | -8
32 | COc1ccc(NC(=O)Nc2ccc3c(c2)C(=O)N([C@@H](C)CO)C[C@@H](C)[C@@H](CN(C)Cc2ccncc2)OCCCC[C@H](C)O3)cc1 | -1 | -2 | 0 | -1

# | ERp5 inh | Statin myotox sup | miR122 inh
31 | / | / | 3
34 | / | -3 | 5
38 | / | / | 2
33 | -1 | -15 | -11[16.7 µM]
39 | 3 | 6 | /
32 | 6 | / | 2[16.7 µM]

The listing continues.
# | SMILES | Cneo AK release | ARNT TACC3 PPI | esBAF inh | SIRT5 inh
46 | CCn1nc(-c2ccccc2)c2nc3ccccc3nc21 | 4 | / | -3 | /
47 | C[C@@H]1CN([C@@H](C)CO)C(=O)c2cc(NC(=O)C3CC3)ccc2O[C@@H]1CN(C)C(=O)Nc1ccc(C(F)(F)F)cc1 | 5 | 3 | 2 | 4
48 | CO[C@@H]1CN(C)C(=O)c2ccc(NC(C)=O)cc2OC[C@@H](C)N(Cc2cccnc2)C[C@@H]1C | / | / | -1 | /
49 | O=C(Nc1ccc2c(c1)[C@H]1C[C@H](CC(=O)N3CCCCC3)O[C@@H](CO)[C@H]1O2)c1ccc2c(c1)OCO2 | 16 | -4 | -2 | -23
50 | Cc1ccc(C)c(-c2cc(C(=O)Nc3sc(C)c(C)c3C(N)=O)c3ccccc3n2)c1 | -3 | 0 | 2 | /
51 | COc1ccc(/C(C)=N/OC/C(O)=C(\C#N)c2nc3ccccc3[nH]2)cc1 | -1 | -12 | 3 | -2
52 | C[C@@H]1CCCCO[C@H](CN(C)Cc2ccc(C(F)(F)F)cc2)[C@@H](C)CN([C@H](C)CO)C(=O)c2cc(NS(=O)(=O)c3cccs3)ccc2O1 | -3 | -2 | -11 | 5
53 | Cc1ccc(C(CC(=O)NCc2ccco2)c2ccccc2)c(O)c1 (stereo not drawn) | 0 | 4 | -5 | 7
54 | CC(C)CCN1C(=O)c2ccc(C(=O)Nc3ccccn3)cc2C1=O | -2 | -2 | 1 | -2
55 | COCCNC(=O)C1CCCN(C(=O)COCc2ccccc2)CC1 (stereo not drawn) | 0 | / | 11 | 0
56 | C[C@@H]1CN([C@H](C)CO)C(=O)Cc2cc(N(C)C)ccc2O[C@@H]1CN(C)Cc1ccc(-c2ccccc2)cc1 | -1 | 15 | 4 | 3
57 | CCCNC(=O)N1[C@H](C#N)[C@@H](c2ccc(-c3cccc(OC)c3)cc2)[C@@H]1CO | -4 | -17 | 2 | 3
58 | S=c1nc(-c2ccccc2)[nH]c2ccccc12 | 4 | -22 | -12 | -2
59 | C[C@H](CO)N1C[C@H](C)[C@@H](CN(C)Cc2ccc3c(c2)OCO3)Oc2c(NC(=O)c3cnccn3)cccc2C1=O | 6 | 2 | -5 | -2

# | ERp5 inh | Statin myotox sup | miR122 inh
46 | / | / | -5
47 | 0 | -29 | 7[16.7 µM]
48 | / | 10 | 9[16.7 µM]
49 | 5 | -3 | 0[16.7 µM]
50 | / | -171 | 0
51 | 2 | -1 | 0
52 | -10 | -22 | -7[16.7 µM]
53 | -4 | 5 | 33
54 | 2 | -2 | 2
55 | -3 | 10 | /
56 | 0 | 62 | -7[16.7 µM]
57 | 1 | 49 | /
58 | -2 | 14 | 16
59 | 1 | -2 | 8[16.7 µM]
